Bioassay records from PubChem BioAssay.
GlmU inhibition = inhibition of mycobacterial GlmU enzyme – biochemical, glucosamine-1-phosphate acetyltransferase (AID 1376). one-dose inhibition, %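 (tested at 30 µM in the primary screen)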; IC50 in µM for titrated hits. Bifunctional protein GlmU (Mycobacterium tuberculosis (strain ATCC 25618 / H37Rv)). M. tuberculosis GlmU acetyltransferase enzyme assay; higher % means a stronger effect. 0.25% of 220,000 active; in the data active = inhibition above about 13%;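 note: 0% = complete reaction with vehicle and 100% = reaction without substrate; strong numbers were not always called active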
Mtb RmlCD inh = M. tuberculosis RmlC/RmlD coupled enzyme inhibitors, primary screen, biochemical, compound mixtures, 384-well, from 1536-well plates; 0.03% of 160,000 active; dTDP-4-dehydrorhamnose reductase (Mycobacterium tuberculosis (strain ATCC 25618 / H37Rv)) …; inhibition, % at 3.6 µM; RmlC+RmlD coupled enzyme assay, percent inhibition; primary screen in compound mixtures; in the data active = inhibition mostly above about 34%, no sharp cut-off; note: some results filed as inactive read as strong as hits
Target sequence (P9WH09 whole entry, looked up): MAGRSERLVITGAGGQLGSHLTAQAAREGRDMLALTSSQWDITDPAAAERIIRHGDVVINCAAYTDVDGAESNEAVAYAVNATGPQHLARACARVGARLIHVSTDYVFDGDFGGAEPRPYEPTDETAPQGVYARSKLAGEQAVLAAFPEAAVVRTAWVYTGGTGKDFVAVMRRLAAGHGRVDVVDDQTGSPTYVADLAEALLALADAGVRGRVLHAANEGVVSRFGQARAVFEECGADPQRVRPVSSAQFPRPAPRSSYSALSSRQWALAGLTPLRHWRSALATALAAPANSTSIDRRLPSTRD
Target sequence (P9WH11 whole entry, looked up): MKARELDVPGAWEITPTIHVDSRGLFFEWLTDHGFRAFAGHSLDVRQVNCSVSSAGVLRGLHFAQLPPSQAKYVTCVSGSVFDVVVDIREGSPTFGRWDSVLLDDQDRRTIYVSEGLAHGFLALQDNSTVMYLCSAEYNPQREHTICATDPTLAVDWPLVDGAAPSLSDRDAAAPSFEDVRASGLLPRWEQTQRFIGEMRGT
Numbers without * were called inactive; · = not tested or not shown. An excerpt; the hit share may differ from the screen's.

Molecule | GlmU inhibition | Mtb RmlCD inh
Cc1ccnc(NC(=O)Cn2ccc([N+](=O)[O-])n2)c1 | 1.0% | 1.1
O=C(NC(=S)N1CCOCC1)c1ccc([N+](=O)[O-])cc1 | 2.2% | 8.1
Cc1sc2ncnc(NCCN3CCOCC3)c2c1C | 3.5% | -1.9
O=C1C=C(NCc2ccccc2)C2(CCCCC2)O1 | 0.9% | 7.3
CCOc1ccc(CN(CCC#N)C(=S)NC(=O)c2ccccc2)cc1 | 1.5% | -5.4
Cc1ccc(Nc2cc(C)nc3nnnn23)cc1 | 6.4% | ·
Cc1ccc(O)c(C(=O)c2cc(C(=O)NCCc3ccccc3)c(=O)n(CCc3ccccc3)c2)c1 | 4.3% | -3.9
OC[C@H](O)[C@H](O)[C@@H](O)[C@@H](O)[C@@H]1SC(c2ccccc2)=NN1c1ccccc1 | 3.4% | -15.4
Cc1ccc(OCC(=O)Nc2ccc(N3CCN(C(=O)c4ccc(C)cc4)CC3)cc2)cc1 | 1.7% | ·
CCn1nc(C)c(C2C(C#N)=C(N)OC3=C2C(=O)CC(C)(C)C3)c1C (stereo unspecified) | -10.4% | ·
CCNS(=O)(=O)c1ccc2c(c1)n(C)c(=O)n2C | -0.4% | 9.7
O=C(c1ccc(Cl)cc1)N(Cc1ccccc1F)N1C(=O)CCCC1=O | -0.9% | 11.2
COC(=O)CC1c2cc(OC)c(OC)cc2CC(=O)c2cc(OC)c(OC)cc21 (stereo unspecified) | 6.0% | 8.5
CN1CCN(C(=O)CCc2ncc(C(F)(F)F)cc2Cl)CC1 | 1.7% | 7.5
CC(=O)Nc1ccc(Oc2cc(NC(C)=O)cc([N+](=O)[O-])c2)cc1 | -4.6% | -12.6
CCOC(=O)N/N=C(/C)c1cccc(-n2cnnn2)c1 | 1.1% | 20.5
CCc1nnc(NC(=O)CSc2nnc(-c3ccc(O)cc3)n2C)s1 | 3.6% | 2.0
CNC(=S)N1N=C(c2ccccc2)CC1c1ccc(Br)cc1 (stereo unspecified) | -2.7% | 15.0
O=C(Nc1ccc(-c2cn3ccccc3n2)cc1)c1ccc(Cl)cc1 | -6.8% | ·
CN(Cc1ccccc1)C(=O)c1nc2ccccn2c1CNCCCOc1cccnc1 | -2.6% | -6.6
O=C(Nc1ccccc1)Nc1ccc(Br)c(Cl)c1 | -2.5% | -16.9
NNC(=O)Cn1nc2n(c1=O)-c1ccccc1SC2 | 0.3% | 4.7
Cc1nn(Cc2cccc(F)c2)c(C)c1NC(=O)c1ccc(COc2ccccc2Cl)cc1 | -1.0% | ·
CCCC(=O)Nc1ccc(Cl)c(NC(=O)CC)c1 | -5.6% | 11.8
CC1CCCCN1Cc1ccc(-c2nn[nH]n2)cc1 (stereo unspecified) | -1.5% | 15.0
Cc1ccc(S(=O)(=O)CCC(=O)OCC(=O)c2ccc(C)c(C)c2)cc1 | -4.4% | -10.6
O=C(CCc1ccccc1)NNC(=O)c1ccccn1 | 0.9% | -4.9
O=C(CSC1c2ccccc2-c2ccccc21)N/N=C/c1ccccc1O | 9.1% | -3.8
Cc1ccc(NC(=O)Cn2c(=O)oc3ccccc32)cc1 | -5.2% | 3.1
O=C(NC1CCCCC1)C(c1cccnc1)N(C(=O)c1ccc(Cl)nc1)C1CCCCC1 (stereo unspecified) | · | -9.8
Cn1c(C(=O)N2CCCC(C(=O)NCc3ccc4c(c3)OCO4)C2)cc2sccc21 (stereo unspecified) | 8.4% | ·
O=C(CSc1ccc(-c2cccc([N+](=O)[O-])c2)nn1)N1CCCCCC1 | -4.8% | -10.0
Cc1noc(C)c1COC(=O)C(c1ccccc1)c1ccccc1 | -2.7% | 2.2
COc1ccc(-c2nnc(SCc3ncc(-c4ccccc4)o3)o2)cc1 | 1.9% | ·
CC1CCN(CC(=O)Nc2nn(-c3ccccc3)nc2C(N)=O)CC1 | -10.8% | -2.7
CC1=NN(c2nc(-c3ccc(C)cc3)cs2)C(=O)C1N=Nc1cccc(O)c1 (stereo unspecified) | -0.9% | ·
CN1CCN(c2ccccc2NC(=O)c2ccc(-c3ccccc3)cc2)CC1 | -11.1% | 96.1
CCC(C)N1C(=S)SC(C)(C)C1N(O)C(=O)NC1CCCCC1 (stereo unspecified) | -0.1% | 7.4
CCc1c(C)sc(NC(=O)c2cc(-c3ccc(OC)c(OC)c3)on2)c1C#N | -2.8% | 2.3
FC(F)(F)c1cc(-c2ccco2)nc(-n2nnc3ccccc32)n1 | -0.2% | 6.3
Cc1ccc(/C=C2/C(=O)NC(=O)N(Cc3ccc(F)cc3)C2=O)o1 | 0.8% | -6.8
S=C(Nc1ccccc1)Nc1nc2ccccc2n1CCOc1ccc(Br)cc1 | 4.8% | ·
Cc1cc(CNC(=O)c2cc(-c3ccccc3)nc3ccccc23)nn1C | -2.7% | -2.7
CN(CCc1cn[nH]c1)C(=O)CC1C(=O)NCCN1Cc1cccc(Oc2ccccc2)c1 (stereo unspecified) | 1.6% | ·
C=CCn1c(O)c(CN2CCCCC2)c(C)c(C#N)c1=O | 1.5% | 1.6
O=C(Nc1cccc(C(=O)O)c1)/C(=C\c1ccccc1)NC(=O)c1cccc2ccccc12 | 2.0% | ·
O=C(Cn1cc(C(F)(F)F)cc(Cl)c1=O)Nc1ccc(N2CCOCC2)cc1 | -4.7% | 14.5
Cc1noc(C)c1COC(=O)c1cc(=O)[nH]c2ccccc12 | 0.9% | ·
N#C/C(=C(/O)CCl)c1nc(-c2ccccc2)cs1 | · | 9.9
Cc1ccccc1NC(=O)c1c(C)nc(SCC(=O)OCc2ccccc2)c(C#N)c1-c1ccc(F)cc1 | 1.6% | 11.2

Compound profiles, as listed above. Values in the order: GlmU inhibition, Mtb RmlCD inh
Record of `O=C(Nc1cccc(C(=O)O)c1)/C(=C\c1ccccc1)NC(=O)c1cccc2ccccc12` = 2.0%, ·
Record of `CN(CCc1cn[nH]c1)C(=O)CC1C(=O)NCCN1Cc1cccc(Oc2ccccc2)c1` (stereo unspecified) = 1.6%, ·
Record of `Cc1ccccc1NC(=O)c1c(C)nc(SCC(=O)OCc2ccccc2)c(C#N)c1-c1ccc(F)cc1` = 1.6%, 11.2
Record of `O=C(CCc1ccccc1)NNC(=O)c1ccccn1` = 0.9%, -4.9
Record of `CC1=NN(c2nc(-c3ccc(C)cc3)cs2)C(=O)C1N=Nc1cccc(O)c1` (stereo unspecified) = -0.9%, ·

More structures.
Molecule | GlmU inhibition | Mtb RmlCD inh
CCOC(=O)c1ccc(NC(=S)N(CCN2CCCCCC2)Cc2cccs2)cc1 | -5.4% | -12.1
O=C(Nc1nc(-c2ccccc2)cs1)c1cccc([N+](=O)[O-])c1C(=O)O | -4.8% | 18.1
COc1ccc(NCC(O)Cn2cnc3c2c(=O)n(C)c(=O)n3C)cc1 (stereo unspecified) | 2.8% | 0.7
O=C(Nc1nnc(-c2ccncc2)o1)c1cccc(N2C(=O)CCC2=O)c1 | -1.8% | -0.7
Cc1cc(C(F)(F)F)n(-c2nc(C(=O)NN)cs2)n1 | 5.0% | 4.3
Cc1cc(NC(=O)CSc2nc3ccc(Cl)cc3[nH]2)no1 | -4.3% | 7.9
CC1CCc2c(sc(NC(=O)c3nc4ncccn4n3)c2C#N)C1 (stereo unspecified) | 5.2% | ·
CCc1nc(SCC(=O)Nc2ccc3c(c2)OCCO3)c2oc3ccccc3c2n1 | 0.5% | -1.0
CCCSc1nc2cc(C)c(C)cc2n1CC(O)CO (stereo unspecified) | -7.8% | 10.0
N/C(=N\OC(=O)CCCCCN1C(=O)c2ccccc2C1=O)c1ccccc1 | 6.1% | ·
COc1ccc(/C=N/NC(=S)NC2CCS(=O)(=O)C2)cc1 (stereo unspecified) | 0.5% | 65.8
CCOCC(=O)Nc1cc([N+](=O)[O-])ccc1OC | -8.4% | ·
Cc1sc2ncnc(NCC(c3ccco3)N(C)C)c2c1C (stereo unspecified) | -0.4% | -0.8
CCC(Sc1nncn1C)C(=O)Nc1nnc(-c2ccccc2Cl)s1 (stereo unspecified) | 2.3% | 3.2
C=CCOc1c(OC)cc(Cl)cc1C1NC(=O)NC(C)=C1C(C)=O (stereo unspecified) | 1.1% | ·
Cc1cc(=O)[nH]c(SCc2nnnn2-c2ccc(Cl)cc2)n1 | 2.3% | -11.8
CS(=O)(=O)N(CC(=O)Nc1cccc(Cl)c1)c1ccccc1Cl | 5.9% | ·
Cc1cc(N2CCCCC2)ccc1[N+](=O)[O-] | -0.4% | -1.0
CC(NC(=O)c1cnc2n(c1=O)CCS2)c1ccccc1 (stereo unspecified) | -2.5% | 13.1
Nc1nc(-c2cccnc2)nn1C(=O)c1ccccc1Cl | 1.2% | -13.3
O=C(Nc1ccc(F)cc1F)c1cc(-c2ccco2)on1 | -1.0% | 8.2
COCC(C)n1c(SCC(=O)NNC(=O)c2ccccc2)nc2ccccc2c1=O (stereo unspecified) | -0.9% | 11.4
Cc1ccc(C(=O)COC(=O)CNC(=O)c2ccc(N3C(=O)c4ccccc4C3=O)cc2)cc1C | -1.1% | ·
Cc1sc(NC(=O)c2sc3nc4c(C)cccc4cc3c2N)c(C#N)c1C | 5.5% | 8.0
Cc1ccc(N2C(=O)c3ccccc3C2=O)cc1Cl | 0.9% | 2.2
Cc1noc(C)c1CSCC(=O)NC1=NCCS1 | -1.2% | ·
O=C(COC(=O)COc1cccc(Br)c1)Nc1c(Cl)cccc1Cl | 6.5% | -17.5
COc1cc(CNc2ccccc2SC)ccc1O | -1.5% | ·
CC1CN(S(=O)(=O)Cc2ccccc2)CC(C)O1 (stereo unspecified) | 1.0% | 6.8
CCCC(c1nnnn1CC1CCCO1)N1CCN(c2ccccc2)CC1 (stereo unspecified) | 2.0% | ·
O=C(CCC(=O)N(CC(=O)NC1CCCC1)C1CCCC1)Nc1ccccn1 | -1.7% | ·
COc1ccc(NC(=O)CC2C(=O)N(c3ccc(F)cc3)C(=S)N2NC(=O)c2ccccc2)cc1 (stereo unspecified) | 1.8% | 6.5
COc1ccc2[nH]c(=S)cc(C)c2c1 | 0.7% | 1.8
CCn1c(/C=C/c2ccccc2)nc2ccccc21 | -5.1% | -6.4
O=C1CC2(CCCC2)CC(=O)N1c1ccccc1 | · | -7.5
CCN(CC)c1ccc(/C=C(/C#N)C(=O)NCc2ccccc2)o1 | -1.1% | -16.5
COc1ccc(CCNC(=O)c2ccco2)cc1OC | -5.0% | 3.2
O=C(NC1CCS(=O)(=O)C1)c1cccc(S(=O)(=O)N2CCCC2)c1 (stereo unspecified) | 1.6% | -14.2
CCOC(=O)C1CCN(c2nc3ccccc3nc2C(C#N)C(=O)OC(C)C)CC1 (stereo unspecified) | 4.6% | 20.9
CCOC(=O)C1(Cc2cccc(OC)c2)CCCN(Cc2c(C)nn(C(C)C)c2C)C1 (stereo unspecified) | -3.0% | -1.9
CC(=O)Nc1sc2c(c1CN1CCN(c3ccc(F)cc3)CC1)CCCC2 | -1.0% | -13.3
CC(C)CNC(=O)N[C@@H](CC(C)C)C(=O)O | -5.6% | -3.5
Cc1cccc(N2C(=O)C3C4C=CC(C4)C3C2=O)c1 (stereo unspecified) | -0.8% | -7.2
CCCCCCSC1=C(C#N)C(c2ccccc2)CC(=O)N1 (stereo unspecified) | 2.2% | -0.6
Cc1nnc(NC(=O)CC(CN(C)S(=O)(=O)c2ccccc2)c2ccccc2)s1 (stereo unspecified) | 0.2% | -7.5
C=CCN=C1SC(C)(C)C(=O)N1S(=O)(=O)c1ccc(C)cc1 | -3.9% | 10.9
Cc1cc(CN(C)C)c(O)c(C2(C)CCCCC2)c1 | 0.2% | ·
COc1ccc(CC2CCOC2=O)cc1 (stereo unspecified) | · | 17.5
COc1cccc(OC)c1C(=O)Nn1c(C2CCC2)nc2ccccc2c1=O | 0.9% | ·
CC(=O)NNC(=O)C(O)(c1ccccc1)c1ccccc1 | -0.3% | -0.8

Next section:
Molecule | GlmU inhibition | Mtb RmlCD inh
c1ccc(-n2ncc3c2ncn2nnnc32)cc1 | 5.8% | ·
CCCC(=O)NC(Nc1cccc(C(F)(F)F)c1)C(Cl)(Cl)Cl (stereo unspecified) | 1.8% | ·
CCN1C(=O)C(O)(CC(=O)c2ccc3c(c2)OCCO3)c2ccccc21 (stereo unspecified) | 1.5% | 40.1
O=C(/C=C/c1cn(-c2ccccc2)nc1-c1cccnc1)N1CCCCC1 | 2.1% | 2.6
Cc1nnc(SCSc2nnc(C)s2)s1 | -2.2% | 12.8
CCc1nnc(NC(=O)CCC(=O)NCc2ccccc2OC)s1 | 9.8% | ·
O=C(O)C12CC3CC(C1)CC(n1ncc(NCc4ccccc4)c(Cl)c1=O)(C3)C2 | -3.4% | -0.1
O=C(Nc1ccc(Cl)cc1)/C(=C1\CCCN1)[N+](=O)[O-] | 0.2% | 2.4
CCC(=O)/C(=C(/O)c1ccccc1)c1nc2ccccc2[nH]1 | 2.4% | -9.3

Reformatted: 2 of the compounds above.
Every second line gives: GlmU inhibition	Mtb RmlCD inh
- NNC(=O)Cn1nc2n(c1=O)-c1ccccc1SC2
→ 0.3%	4.7
- CCOC(=O)N/N=C(/C)c1cccc(-n2cnnn2)c1
→ 1.1%	20.5
